CRFR2-BP ag – CRF-BP/CRF-R2 complex agonism. HEK293 CRF-R2/CRF-BP, calcium dye fluorescence (FLIPR); percent of saturating CRF peptide response. activation, % at 13.2 µM. actives 0.46% (n = 350,000). AID 588473;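 active = activation of at least 50%, plus an integration ratio under a set limit after plate pattern correction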;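 note: plate controls were neutral control wells without compound for no effect and CRF at EC100 for full effect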
CHRM4 antagonist – CHRM4 antagonism in calcium assay. CHO-hM4 cells, ACh EC80, Fluo-8 calcium fluorescence. inhibition, % at 3 µM. actives 0.73% (n = 360,000). AID 624125;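 active = inhibition above its plate's cutoff, the mean inhibition of sample wells plus 3 SD, cut at about 27% in these data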;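 note: 0% = acetylcholine EC80 with DMSO and 100% = DMSO without agonist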
M4 PAM – positive allosteric modulators of human muscarinic M4 receptor; actives 0.4% (n = 360,000); CHO-K1 hM4/Gqi5, Fluo-8 calcium fluorescence, ACh EC20; 0% = ACh EC20, 100% = maximal ACh; activation, % at 3 µM; P08173; AID 624126;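 active = activation above its plate's cutoff, the mean activation of sample wells plus 3 SD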; note: some results filed as inactive read as strong as hits
IDE inh – cellular human IDE inhibition | HEK cells, FAbetaB cleavage, fluorescence polarization | AID 434962 | actives 0.41% (n = 320,000) | inhibition, % at 5.59 µM | P14735;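 active = percent inhibition above the average of all tested compounds plus 3 SD, set per screening campaign, cut at about 16% in these data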;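 note: IDE supplied by intact live HEK cells; FP after avidin binding of uncleaved biotin substrate so inhibition keeps polarization high; 0% = DMSO wells and 100% = 60 µM reference IDE inhibitor Ii1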
Target sequence (P14735 whole entry, looked up): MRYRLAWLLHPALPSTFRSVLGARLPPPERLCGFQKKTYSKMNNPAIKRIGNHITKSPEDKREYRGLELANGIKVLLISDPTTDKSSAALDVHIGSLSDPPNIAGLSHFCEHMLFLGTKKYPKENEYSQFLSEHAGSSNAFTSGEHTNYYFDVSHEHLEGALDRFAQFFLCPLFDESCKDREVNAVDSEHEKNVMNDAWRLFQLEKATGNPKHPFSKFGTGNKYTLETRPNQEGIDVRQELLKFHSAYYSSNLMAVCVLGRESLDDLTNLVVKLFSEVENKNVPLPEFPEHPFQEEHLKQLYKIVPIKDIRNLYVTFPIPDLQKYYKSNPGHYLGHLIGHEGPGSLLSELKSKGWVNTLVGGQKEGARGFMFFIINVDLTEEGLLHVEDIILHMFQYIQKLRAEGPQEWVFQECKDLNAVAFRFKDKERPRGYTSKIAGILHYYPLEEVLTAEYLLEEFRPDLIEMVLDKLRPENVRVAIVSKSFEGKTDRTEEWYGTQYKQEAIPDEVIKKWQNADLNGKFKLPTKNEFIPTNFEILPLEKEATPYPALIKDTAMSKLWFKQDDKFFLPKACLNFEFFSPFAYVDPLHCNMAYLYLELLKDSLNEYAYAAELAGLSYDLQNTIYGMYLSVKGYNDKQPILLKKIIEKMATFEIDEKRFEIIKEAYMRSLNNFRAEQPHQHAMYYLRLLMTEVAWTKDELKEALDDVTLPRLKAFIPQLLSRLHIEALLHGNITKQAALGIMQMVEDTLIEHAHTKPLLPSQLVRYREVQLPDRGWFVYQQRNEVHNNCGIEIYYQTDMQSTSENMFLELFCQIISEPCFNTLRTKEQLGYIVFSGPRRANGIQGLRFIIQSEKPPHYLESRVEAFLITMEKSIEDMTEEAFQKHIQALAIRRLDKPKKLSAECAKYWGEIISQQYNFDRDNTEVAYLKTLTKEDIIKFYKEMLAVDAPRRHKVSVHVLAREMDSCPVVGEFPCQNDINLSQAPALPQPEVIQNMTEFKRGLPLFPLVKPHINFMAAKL
M5 antag – antagonists of human muscarinic M5 receptor (CHRM5) | actives 0.59% (n = 360,000) | P08912 | CHO-hM5 cells, Fluo-8 calcium fluorescence, ACh EC80 | inhibition, % at 3 µM;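 active = inhibition above a per-plate cutoff, the mean of that plate's test compounds plus 3 SD, cut at about 27% in these data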;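 note: 0% = acetylcholine EC80 with DMSO and 100% = DMSO without agonist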
M5 ag – CHRM5 agonism in calcium assay | P08912 | CHO-K1 hM5 cells, Fluo-8 calcium fluorescence; 0% DMSO wells, 100% maximal acetylcholine response | activation, % at 3 µM | actives 0.19% (n = 360,000) | AID 624037;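 active = activation above the run's mean over test compounds plus 3 SD, cut at about 23% in these data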;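 note: signal is peak over basal fluorescence ratio across the kinetic read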
M4 ag – CHRM4 agonism in calcium assay | actives 0.14% (n = 360,000) | activation, % at 3 µM | CHO-K1 hM4/Gqi5, Fluo-8 calcium fluorescence; vehicle 0%, full acetylcholine response 100% | P08173;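 active = activation above the run mean over all test wells plus 3 SD, cut at about 32% in these data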;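 note: peak over basal fluorescence ratio per well then scaled between controls; 0% = DMSO wells and 100% = acetylcholine at EC100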
M5 PAM – positive allosteric modulators of human muscarinic M5 receptor; P08912; CHO-K1 hM5, Fluo-8 calcium, ACh EC20 PAM; 0% = ACh EC20, 100% = ACh EC100; activation, % at 3 µM; actives 0.3% (n = 360,000);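 active = activation above the run cutoff, the mean activation of all test compounds plus 3 SD, cut at about 18% in these data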
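Test system: CHO-K1 hM5 cells / Doses: single-point, 3 µM nominal / Times: Post-acetylcholine fluorescence recording 140 s / Technique: Fluo-8 calcium fluorescence / Measure: Max/basal fluorescence ratio as % of EC20–EC100 ACh window / Benchmarks: low control EC20 acetylcholine (0%), high control EC100 acetylcholine (100%) / Replicates: one well per compound, no replicates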
CRFR2-BP antag – CRF-BP/CRF-R2 complex antagonism | HEK293 CRF-R2/CRF-BP, CRF-induced calcium fluorescence | inhibition, % at 11.8 µM | actives 0.59% (n = 350,000) | AID 588475;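 active = inhibition of the ligand-induced calcium signal above about 50% at the single tested concentration, limit read from the data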
Numbers without * were called inactive; · = no result given.

SMILES	CRFR2-BP ag	CHRM4 antagonist	M4 PAM	IDE inh	M5 antag	M5 ag	M4 ag	M5 PAM	CRFR2-BP antag
CN(C(=O)CCN1C(=O)c2ccccc2C1=O)C1CCCCC1	-0.5	-2	0	-10	2	1	0	-8	-15
COc1cccc(/C=C/C(=O)N2CCN(S(=O)(=O)c3ccccc3)CC2)c1	4.7	-6	-3	·	2	0	4	-2	5
COc1ccc(S(=O)(=O)N2CCCCCC2)cc1C(=O)N(C)Cc1ccccc1F	-1.2	-1	-7	4	-17	1	8	7	26
CCNC(=O)NC(=O)COC(=O)C1CSC2(C)CCC(=O)N12 (stereo unspecified)	1.0	-11	2	3	-8	-2	1	6	-5
CCOC(=O)N1CCC(N2CCN(S(=O)(=O)c3ccc4ccccc4c3)CC2)CC1	-1.1	22	10	10	-1	1	4	12	-8
CCCC(C(=O)NCc1ccco1)N(CC1CCCO1)C(=O)CNS(=O)(=O)c1ccc(F)cc1 (stereo unspecified)	1.0	-13	1	-5	6	-1	0	-3	0
Nc1c(-c2ccccc2)c(CSc2nc3ccccc3[nH]2)nn1-c1ccc(C(=O)O)cc1	-1.1	-8	24*	2	-2	-2	1	6	1
Cc1cc(-c2ccco2)n(CC(=O)NCCCc2ccccc2)n1	-0.3	-11	-2	2	4	1	1	-5	21
CCN1CCN(C(=O)C(Cc2ccccc2)NC(=O)c2ccc(Cl)c(S(=O)(=O)N(C)C)c2)CC1 (stereo unspecified)	0.5	5	-3	7	-6	-2	6	-1	-4
COC(=O)CN(C(=S)Nc1ccc(F)cc1)C1CC(=O)N(c2ccccc2)C1=O (stereo unspecified)	-1.1	4	-5	0	14	1	6	-6	-13
Cc1noc(C)c1C(=O)Nc1ccc(-n2ccc(C(F)(F)F)n2)cc1	2.8	1	-2	-2	8	-3	2	-2	11
Cc1cc(NC(=O)c2c(Cl)c(C)nn2C)no1	4.5	1	-2	1	-7	0	0	10	-12
C/C(CC(=O)Nc1ccc2c(c1)OCCO2)=N\NC(=O)Cc1ccccc1	-0.6	-3	2	1	-8	-3	0	5	21
CCC(Oc1ccccc1)C(=O)N1CCC(C(N)=O)CC1 (stereo unspecified)	0.7	3	0	5	1	-2	0	-2	-40
CCCC[C@@H]1CNCCN1CC1(c2ccccc2)CC1	1.1	-2	1	2	8	0	2	2	24
C=CCC1CCCCC1=C(C#N)c1ccccc1 (stereo unspecified)	-0.5	-12	9	·	-6	-1	-1	2	18
Nc1nc(SCC(=O)Nc2cccc(Oc3ccccc3)c2)n[nH]1	1.4	0	0	2	10	-1	2	-2	4
CCOc1ccc(CCNC(=O)COC(=O)c2c(C)nn(-c3ccccc3)c2C)cc1OCC	-0.1	7	1	3	10	-4	-1	-3	0
CCc1ccc(NC2=NCC(c3ccccc3)S2)cc1 (stereo unspecified)	3.8	-5	0	-2	1	3	21	-1	-30
N#CC1=C(N)Oc2c(O)cc3ccccc3c2C1c1ccsc1 (stereo unspecified)	-2.0	7	10	-1	7	-2	1	-2	-84
COc1cc2cc(CN(CCN3CCCC3)C(=O)Nc3ccccc3Cl)c(=O)[nH]c2cc1OC	-0.2	1	1	-1	4	3	0	5	12
Cc1ccc(S(=O)(=O)N(C)C)cc1NC(=O)C(C)OC(=O)c1cc[n+]([O-])cc1 (stereo unspecified)	-0.6	1	10	4	11	0	0	-4	7
CCOc1ccc(/C=C/C(=O)Nc2ccc(N3CCOCC3)cc2)cc1	-1.9	-18	12	-5	-6	0	3	3	22
CNS(=O)(=O)c1cccc(C(=O)OCc2cc(C(C)=O)ccc2OC)c1	1.7	3	-7	3	-2	1	6	0	-8
COCCCN1C(=O)C(=O)/C(=C(/O)c2ccc(OC)cc2C)C1c1cccnc1 (stereo unspecified)	0.1	-2	8	2	-7	0	1	1	-2
COc1ccc(CCNc2ccc(C(CC(N)=O)NC(=O)c3cc(C)cc(C)c3)cc2[N+](=O)[O-])cc1 (stereo unspecified)	0.9	-7	2	0	10	2	1	-10	0
CCCCCCCCN1C(=O)[C@H](CC(=O)NCCc2ccccc2OC)C[C@@]2(C(=O)OCC)CCC=C12	·	-8	2	·	13	-3	0	1	·
COc1ccc(N2CCN(C(=S)Nc3ccc(S(N)(=O)=O)cc3)CC2)cc1	-0.6	13	4	2	11	1	0	0	0
CN(C(=O)CCc1ccccc1F)C1CCCN(Cc2ccccc2F)C1 (stereo unspecified)	-2.8	2	-6	-2	6	-6	0	-3	2
CNC(=O)c1[nH]cnc1C(=O)Nc1ccccc1C	-1.7	-6	-1	7	-1	-3	0	0	-4
C[C@@H]1O[C@H](CCc2cccc(Cl)c2)CC2=C1C(=O)OC(C)(C)O2	·	1	-3	·	6	-4	-1	-8	·
O=C(c1ccc2c(c1)OCO2)N(CC1CCCO1)C1(C(=O)NC2CCCC2)CCCCC1 (stereo unspecified)	-1.3	0	1	3	-10	-5	0	4	42
CCC(C)(C)NC(=O)C(c1ccc(OC)cc1)N(C(=O)CCC(=O)Nc1cc(C)on1)c1ccc(OC)c(OC)c1 (stereo unspecified)	0.0	-5	2	3	11	-4	0	2	-3
O=C(C/C=N/OCc1c(Cl)cccc1Cl)c1ccccc1	-0.8	9	5	4	-3	-3	-1	-3	-1
CCOC(=O)N1CCN(S(=O)(=O)c2ccc(C(=O)Nc3nc4ccc(F)cc4s3)cc2)CC1	-0.7	2	-4	2	-9	-1	1	7	21
CC(=O)C1=C(O)CCC1=N	0.2	-2	-2	0	-3	-6	0	-1	-7
COc1ccccc1NC(=O)/C(C#N)=C/c1cccn1C	2.3	6	-1	3	13	1	2	-6	3
CNC(=O)CSc1nc2sccc2c(=O)n1-c1ccccc1	-0.5	4	-5	-7	6	-2	0	8	3
CC(=O)N1CCN(C(=O)c2cccc(S(=O)(=O)N3c4ccccc4CC3C)c2)CC1 (stereo unspecified)	0.6	4	16*	-2	2	5	3	0	-2
COCC(=O)NCc1ccc2c(c1)OCO2	-2.6	0	4	2	-1	0	0	0	40
Cc1ccc(C2=NN(Cc3nnc(-c4ccccc4)o3)C(=O)SC2)cc1	0.6	-4	-6	3	-6	-4	0	-3	4
COc1ccc(N2C(=O)c3cccc4cccc(c34)C2=O)cc1	85*	1	-4	6	9	1	0	2	-89
CCCCN1C(=O)C(CC(=O)NCC2CCCCC2)CC(C(=O)N(CC)CC)=C1C (stereo unspecified)	-3.9	0	1	·	-11	1	-1	2	-13
CC(C)C[C@H]1CN([C@@H](Cc2ccccc2)CN2CCC[C@@H]2CN2C(=O)C(=O)NC[C@@H]2Cc2ccc(O)cc2)C(=O)C(=O)N1CCc1ccccc1	·	3	-2	·	0	-1	·	2	·
Cc1ccc(C(=O)NC2CCCc3c2cnn3-c2ccc(F)cc2F)cn1 (stereo unspecified)	·	8	0	6	11	0	12	-16	·
O=C(CSc1nc2c(c(=O)[nH]1)CCC2)Nc1cccc(F)c1	0.7	8	0	-1	12	-3	0	-7	9
COc1cccc(CC2(CO)CCN(CC3=CC[C@H]4C[C@@H]3C4(C)C)CC2)c1	1.2	22	-26	8	13	-14	9	-21	-11
CSc1ccc(/C=N/N2CCN(Cc3ccc(C)cc3C)CC2)cc1	-0.6	-4	9	8	-1	-1	0	-4	-10
CCCCCNCC(=O)Nc1cc(C(F)(F)F)ccc1OCCOC	0.6	-2	7	2	-3	3	6	-2	-8
N#Cc1ccccc1NC(=O)CN1CCN(c2ccccn2)CC1	0.5	2	-1	0	6	-3	5	-3	1
COc1ccccc1N1C(=O)CC(N2CCN(c3ccc(F)cc3)CC2)C1=O (stereo unspecified)	-1.5	10	-7	-3	-7	7	3	-8	-9
COc1ccccc1CNc1cc(-c2ccccc2)ccc1OC	-1.9	-1	-4	-1	-9	0	-1	1	4
COc1cc(NC(=S)N2CCCC2)cc(OC)c1	7.4	-5	-1	·	3	-5	1	-4	3
CCOC(=O)/C=C1\SCC(=O)N1Cc1ccc(Br)cc1	0.7	-6	7	-4	-2	-3	-2	1	-22
COc1ccccc1N(C)S(=O)(=O)c1ccc(C(=O)OCC(=O)NCC(F)(F)F)cc1	-1.2	-4	5	-2	-6	1	4	4	-7
N#CCCn1nc(-c2ccc(Br)cc2)cc1Nc1ccccc1NC(=O)C(F)(F)F	7.6	3	-10	1	15	6	12	-12	-4
O=C(Cc1ccc(N2CCNC2=O)cc1)N1CCCC(Nc2ccc(F)c(F)c2)C1 (stereo unspecified)	0.7	0	10	4	-2	-3	4	4	-1
O=C(NCc1ccccc1)C(c1cccs1)N(C(=O)c1csnn1)C1CC1 (stereo unspecified)	-0.1	-3	-5	2	17	-1	2	-9	-28
Cc1c(C)n(C(=O)CSc2nccn2C)c2ccccc12	0.8	-1	-4	3	11	-4	0	-2	6
CN(C)c1ccc(NC(N)=S)cc1	-0.8	7	-1	-4	-7	0	1	5	4

Some entries already given, showing only CRFR2-BP ag and M4 PAM.
Compound | CRFR2-BP ag | M4 PAM
O=C(Cc1ccc(N2CCNC2=O)cc1)N1CCCC(Nc2ccc(F)c(F)c2)C1 (stereo unspecified) | 0.7 | 10
O=C(NCc1ccccc1)C(c1cccs1)N(C(=O)c1csnn1)C1CC1 (stereo unspecified) | -0.1 | -5

(more compounds)
SMILES	CRFR2-BP ag	CHRM4 antagonist	M4 PAM	IDE inh	M5 antag	M5 ag	M4 ag	M5 PAM	CRFR2-BP antag
CC(CNC(=O)CN1C(=O)COc2ccc(S(=O)(=O)N3CCCCC3)cc21)c1ccccc1 (stereo unspecified)	-2.1	-14	-10	6	-2	-6	1	5	-5
Cc1cc(Cn2nc(-c3ccccc3)cc2C(=O)NCc2cccc(Br)c2)on1	11	-4	-5	3	3	0	16	-6	8
O=C(NNc1c(Cl)cncc1Cl)c1cccs1	-4.1	-11	11	4	-3	4	2	4	-2
N/C(=N\OC(=O)c1ccc(Cl)cc1[N+](=O)[O-])c1cccnc1	-0.8	0	-1	-1	-21	10	1	4	-8
c1ccc(C2OCC3(CO2)COC(c2ccccc2)OC3)cc1 (stereo unspecified)	1.2	-3	9	0	0	-4	0	-4	16
Cc1ccc(-n2nnnc2SCc2ccccn2)cc1C	-0.3	-1	2	1	3	-6	2	-10	-12
COc1ccc(-c2ccc(C(=O)NCc3ccc(F)c(F)c3)c3occc23)c(C)c1	·	10	-3	·	4	-2	5	-10	·
CCCn1c(SCC(=O)N2CCCc3ccccc32)nc2c1c(=O)n(C)c(=O)n2C	-0.6	-3	-5	5	2	4	6	-9	4
COc1ccccc1N1CCN(S(=O)(=O)CCNC(=O)c2ccco2)CC1	-1.4	-4	-1	·	4	0	2	-2	-3
COc1ccc(Cl)cc1C(=O)CSc1nc(N)cc(N)n1	-0.6	3	3	-3	-2	-1	1	1	11
CCOC(=O)NC(=O)CSc1nc2ccccc2[nH]1	-0.4	-10	3	2	3	-1	1	8	-9
Nc1n[nH]c(N)c1N=Nc1ccc(Cl)cc1	-1.9	-2	7	-5	2	-4	3	-7	2

Of the compounds above, these have a nitro group on carbon.
SMILES	CRFR2-BP ag	CHRM4 antagonist	M4 PAM	IDE inh	M5 antag	M5 ag	M4 ag	M5 PAM	CRFR2-BP antag
COc1ccc(CCNc2ccc(C(CC(N)=O)NC(=O)c3cc(C)cc(C)c3)cc2[N+](=O)[O-])cc1 (stereo unspecified)	0.9	-7	2	0	10	2	1	-10	0
N/C(=N\OC(=O)c1ccc(Cl)cc1[N+](=O)[O-])c1cccnc1	-0.8	0	-1	-1	-21	10	1	4	-8

High-throughput results from PubChem BioAssay.
